# zfTRPN1 agonist – zebrafish TRPN1 channel agonists, primary screen, cell-based, HEK293, calcium fluorescence; transient receptor potential cation channel N1 (TRPN1/NompC), Danio rerio; HEK293 zebrafish TRPN1-YFP, Fluo-8 calcium fluorescence; 100% = response to 87 µM carbachol; activation, % at 3 µM; 220,000 tested, 0.18% active;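 active = activation above its plate's cutoff, the mean activation of test wells on that plate plus 3 SD, cut at about 19% in these data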;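 note: 0% = DMSO alone and 100% = 87 µM carbachol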
#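 Material: zebrafish TRPN1-YFP in HEK293 cells. Doses: one dose of 3 µM, 0.3% DMSO. Incubation: dye 1 h 37 °C plus 30 min RT. Measured by: intracellular calcium fluorescence with Fluo-8.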
# PERK inh – block of dimerizer-induced PERK translation repression, primary screen, PERK inhibitor project, CHO PERK-DD cells, SEAP luminescence, HTS | Eukaryotic translation initiation factor 2-alpha kinase 3 (Homo sapiens), Q9NZJ5 | AID 1416, 2008 | inhibition, % at 5.6 µM | 220,000 tested, 0.17% active | CHO PERK-DD fusion, SEAP luminescence translation reporter;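 active = inhibition above the mean inhibition of all tested compounds plus 3 SD, set separately per screening campaign, cut at about 2.9% in these data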;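 note: PERK kinase domain activated by AP20187 dimerizer at 100 nM; 0% = DMSO with dimerizer and 100% = rapamycin at 8.4 µM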
# Ba/F3 V617F tox – reduced viability of JAK2V617F-dependent Ba/F3 cells, primary screen, JAK2V617F inhibitor project, cell-based, Ba/F3 EpoR-JAK2V617F, luminescence; 220,000 tested, 1.1% active; ATP luminescence; inhibition, % at 5.6 µM; AID 1446, 2008;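 active = inhibition above the campaign mean plus 3 SD over all tested compounds, cut at about 24% in these data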;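 note: cytokine-independent growth of Ba/F3 cells driven by EpoR plus mutant JAK2; 0% = DMSO-treated cells and 100% = JAK inhibitor I control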
# TRPML3 agonist – human TRPML3 channel agonists, primary screen, cell-based, HEK293 TRPML3-YFP, Fluo-8 calcium fluorescence, 3 µM; Mucolipin-3 (Homo sapiens), Q8TDD5; 100% = the carbachol control signal; activation, % at 3 µM; 220,000 tested, 0.29% active;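 active = activation above its plate's cutoff, the mean activation of the plate's test wells plus 3 SD, cut at about 12% in these data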;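 note: 0% = DMSO only wells and 100% = carbachol wells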
# Target sequence (Q8TDD5 whole entry, looked up): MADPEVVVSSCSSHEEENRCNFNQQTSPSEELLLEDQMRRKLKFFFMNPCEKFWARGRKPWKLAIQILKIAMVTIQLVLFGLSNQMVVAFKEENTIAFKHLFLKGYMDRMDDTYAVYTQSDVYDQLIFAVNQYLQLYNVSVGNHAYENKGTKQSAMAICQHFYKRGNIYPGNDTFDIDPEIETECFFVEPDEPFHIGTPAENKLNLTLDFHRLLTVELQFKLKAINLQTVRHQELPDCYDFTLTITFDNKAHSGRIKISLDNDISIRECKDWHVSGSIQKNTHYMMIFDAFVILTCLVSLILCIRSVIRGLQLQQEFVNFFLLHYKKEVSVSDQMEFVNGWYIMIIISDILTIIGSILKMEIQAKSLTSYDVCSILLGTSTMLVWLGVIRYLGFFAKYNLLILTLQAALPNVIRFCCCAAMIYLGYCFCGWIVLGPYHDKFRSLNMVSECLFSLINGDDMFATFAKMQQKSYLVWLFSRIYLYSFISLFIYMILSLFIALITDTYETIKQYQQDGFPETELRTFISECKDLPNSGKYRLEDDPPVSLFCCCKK
#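 Test system: HEK293 cells stably carrying human TRPML3-YFP; Doses: single dose, 3 µM final nominal compound, 0.3% DMSO final; Schedule: dye loading 1 h 37 °C then 30 min ambient, 125 s read; Technique: Fluo-8 calcium fluorescence; Benchmarks: high control carbachol 87 µM, low control DMSO.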
# S1P4 antagonist – S1P4 receptor antagonists, primary screen, cell-based | 220,000 tested, 0.26% active | S1P4-expressing cells, antagonist mode, reporter read-out | inhibition, % at 4.98 µM | Sphingosine 1-phosphate receptor 4 (Homo sapiens), O95977; in the data active = inhibition above about 29%;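 note: 0% = wells stimulated with agonist and 100% = vehicle wells without agonist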
# Calpain2 inh – inhibitors of pig calpain II, primary screen, biochemical, fluorogenic peptide substrate, 1536-well; purified calpain II, 30 min; inhibition, % at 16 µM; 220,000 tested, 0.37% active; AID 1236, 2008;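 active = inhibition above about 50%, limit read from the data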
# EP2 modulator – EP2 receptor modulators, cAMP readout, primary screen, cell-based, HTRF cAMP, PGE2 stimulation; EP2-expressing cells, cAMP HTRF FRET, PGE2 co-stimulation; induction, % at 25 µM; 260,000 tested, 0.83% active;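 active = compounds whose cAMP rise, as percent of the full-agonist control response, exceeds 60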;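 note: rat C6 glioma line stably carrying human EP2 under a CMV promoter; the protocol text gives 20 µM as final concentration; 100% = response of wells given 1 µM PGE2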
# Target sequence (P43116 whole entry, looked up): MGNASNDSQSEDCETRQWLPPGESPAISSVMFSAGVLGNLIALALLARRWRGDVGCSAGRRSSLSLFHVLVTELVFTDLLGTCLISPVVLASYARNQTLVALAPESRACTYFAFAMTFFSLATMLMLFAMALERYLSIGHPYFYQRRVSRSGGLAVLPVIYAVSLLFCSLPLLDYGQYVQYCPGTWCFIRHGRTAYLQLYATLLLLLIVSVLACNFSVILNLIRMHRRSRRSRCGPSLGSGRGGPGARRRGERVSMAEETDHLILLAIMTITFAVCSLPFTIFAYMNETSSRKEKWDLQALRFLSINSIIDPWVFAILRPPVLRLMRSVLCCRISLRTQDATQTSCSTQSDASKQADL
# BaF3 parental – parental Ba/F3 cell viability inhibition, counter-screen for JAK2V617F inhibitor project, murine pro-B, CellTiter-Glo luminescence | CellTiter-Glo ATP luminescence | inhibition, % at 5.6 µM | 220,000 tested, 1.1% active;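 active = inhibition above a per-campaign cutoff, the mean inhibition of all tested compounds plus 3 SD, cut at about 27% in these data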;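 note: 0% = DMSO wells and 100% = JAK Inhibitor I control wells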
# S1P4 agonist – S1P4 receptor agonists, primary screen, cell-based; Sphingosine 1-phosphate receptor 4 (Homo sapiens), O95977; S1P4-expressing cell line, agonist reporter assay; activation, % at 4.98 µM; 220,000 tested, 0.35% active; in the data active = activation above about 11%;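 note: 0% = DMSO vehicle and 100% = reference agonist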
# Numbers without * were called inactive; & = joins results of further samples.
SMILES	S1P4 agonist	Ba/F3 V617F tox	TRPML3 agonist	PERK inh	BaF3 parental	S1P4 antagonist	EP2 modulator	zfTRPN1 agonist	Calpain2 inh
CCOc1ccc(-c2cnc3ccccc3n2)cc1	-0.8	-3	0.1	-0.5	-1	-5	1	-1.3	-14
Cc1ccc2sc(C)[n+](CCC(C)S(=O)(=O)[O-])c2c1 (configuration not stated)	1.2	-2	0.5	0.9	4	-12	-12	1.1	-5
O=C(N1CCOCC1)N1CCC(n2nnc3ccccc32)CC1	1.5	-5	1.0	0.4	-3	-14	1&-21	0.6	-5
NC(=O)C(c1ccccn1)c1ncc(C(F)(F)F)cc1Cl (configuration not stated)	-2.3	-3	0.5	2.7	1	-14	6	-0.4	10
N/C(=N\OC(=O)Cc1ccc(Cl)cc1)c1ccccn1	-0.2	-4	-0.1	-0.1	4	-24	9	0.2	-7
CCOC(=O)C1CCN(C(=O)Nc2ccc(NC(=O)C3CCN(C(=O)OCC)CC3)cc2)CC1	0.8	-1	1.1	0.3	4	-14	31	-1.0	-5
Cc1nc(-c2ccncc2)sc1C(=O)Nc1ccc(Cl)cc1	-1.2	2	0.9	-0.6	8	-6	-17	2.8	0
CCC(C)OC(=O)C(C)Oc1ccc(-c2ccccc2)cc1 (configuration not stated)	0.4	4	1.0	-0.3	9	0	-8	-0.3	13
CCCn1c(O)c(CN2CCCC(C)C2)c(C)c(C#N)c1=O (configuration not stated)	0.7	0	1.1	0.6	7	-4	26	2.2	-20
Cc1ccc(CNC(=O)C2CCCN(c3nc4ccccc4o3)C2)cc1 (configuration not stated)	1.6	0	0.5	0.3	5	-13	7	-0.3	-6
COc1cc(O)oc1C=Nc1ccccc1	0.9	-6	0.1	1.4	-5	-2	23	0.5	-13
CCOC(=O)C(C(=O)OCC)C(Nc1ccc(Br)cc1)c1ccccc1 (configuration not stated)	-1.1	-3	0.2	0.9	-2	0	16	-0.9	-19
Cc1cc(NC(=O)CSc2ccc3nnc(-c4ccc(F)cc4)n3n2)no1	1.4	-5	0.0	-0.1	-4	-14	-11	-0.9	-56
CC(Sc1cnc2ccccc2n1)C(=O)O (configuration not stated)	2.1	1	0.4	-0.6	4	4	68*	-0.8	10
O=C1NC(=S)N(C(=O)c2ccc(F)cc2)/C1=C/c1cccnc1	-0.1	1	0.7	1.2	0	-8	-55	-0.5	7
COC(=O)c1[nH]c2cccc(OC)c2c1NC(=O)CCN1CC(C)CC(C)C1 (configuration not stated)	-0.4	-1	-0.6	-0.1	3	3	20	1.1	-167
CC(C)NC(=O)c1onc(CSc2ccccc2)c1C(=O)O	-0.7	0	0.6	2.0	3	10	8	0.3	-49
COc1cc(S(=O)(=O)N2CCC(C(N)=O)CC2)c(C)cc1C	-1.4	3	0.8	1.2	5	-5	-6	1.1	11
Cc1ccc(NC(=S)N(CCCN2CCN(C)CC2)Cc2cccs2)cc1C	-4.0	36*	0.2	0.7	29*	-6	-69	-0.8	15
CC(=O)Nc1ccc(C(=O)N/C(=C/c2ccccc2)C(=O)Nc2cccc(C(=O)O)c2)cc1	0.4	-3	0.9	-0.4	-2	5	7	0.8	-1

# 2 successive records already listed:
SMILES	S1P4 agonist	Ba/F3 V617F tox	TRPML3 agonist	PERK inh	BaF3 parental	S1P4 antagonist	EP2 modulator	zfTRPN1 agonist	Calpain2 inh
Cc1ccc2sc(C)[n+](CCC(C)S(=O)(=O)[O-])c2c1 (configuration not stated)	1.2	-2	0.5	0.9	4	-12	-12	1.1	-5
O=C(N1CCOCC1)N1CCC(n2nnc3ccccc32)CC1	1.5	-5	1.0	0.4	-3	-14	1&-21	0.6	-5

# The list goes on:
SMILES	S1P4 agonist	Ba/F3 V617F tox	TRPML3 agonist	PERK inh	BaF3 parental	S1P4 antagonist	EP2 modulator	zfTRPN1 agonist	Calpain2 inh
CCc1c(O)nc(SCC(=O)NCc2ccco2)[nH]c1=O	2.1	-1	1.1	0.2	4	-1	13	3.2	7
COC(=O)CC1C(=O)NCCN1C(=S)Nc1cccc(C)c1 (configuration not stated)	1.1	6	0.5	-0.1	15	-6	10	1.5	11
Cc1ccc(S(=O)(=O)N/N=C/c2cccc3c2OCCO3)cc1	0.8	2	0.3	0.5	2	-27	16	0.6	18
CCOCCCNC(=O)CSc1nc2nc(C)c(Cc3ccccc3)c(C)n2n1	2.5	-1	-0.1	0.0	6	-1	18	0.1	32
c1cc2c(cc1-c1[nH]ncc1CN1CC3C[C@@H]4CC1C[C@H](C3)C4)OCO2	-0.2	-3	0.0	0.8	1	-9	-6	0.4	-30
COCCNC(=O)CN(c1ccccc1OC)S(C)(=O)=O	0.5	0	1.3	1.0	-2	-10	4	1.7	-21
O=C1C(Cl)=C(N2CCN(Cc3ccccc3)CC2)C(=O)N1Cc1ccccc1	0.3	-1	20*	-0.7	2	-11	27	-0.3	1
CN1CCN(C(=O)CC2C(=O)NCCN2Cc2ccc(-c3ccccc3)cc2)CC1 (configuration not stated)	0.3	-1	1.0	0.9	4	-6	3	1.5	-12
CC(c1ccco1)N(C(=O)c1ccc(C(F)(F)F)cc1)c1ccccn1 (configuration not stated)	0.3	2	0.7	0.2	9	2	9	0.1	6
COC(=O)c1c(C)[nH]c(O)c1C=Nc1ccc(Oc2ccccc2)cc1	-3.2	-5	0.0	0.6	1	-25	-23	0.3	16
Cc1nnsc1C(=O)NC1CCCCC1	-0.7	2	0.3	-1.1	3	-28	13	1.6	-4
CCOc1ccc(NC(=O)CCC(=O)N/N=C/c2ccc([N+](=O)[O-])s2)cc1	-0.9	5	0.7	0.7	-11	-4	3	-1.9	24
O=C1N2CCSC2=NC1(Nc1nccs1)C(F)(F)F (configuration not stated)	-3.0	-3	-0.2	0.3	0	-12	-4	0.2	9
CC(C)CC(=O)NNC(=S)NCc1ccco1	-1.9	-1	1.3	0.1	4	4	6	-0.1	-31
Cc1cccc(N2CCN(C(=O)Cn3cccc3C(=O)c3ccccc3)CC2)c1C	3.2	-1	-0.2	-0.8	8	2	-2	-1.2	11
O=C(COc1cccc2cccnc12)Nc1nccs1	0.5	0	0.5	-0.7	1	-5	-26	0.3	-3
COc1cccc(-c2n[nH]c3c2CCC3)c1	1.8	1	0.2	-0.3	6	9	-18	-1.6	26
CC(O)C(=O)N/N=C/c1cccc(Cl)c1Cl (configuration not stated)	0.8	4	-0.1	-0.2	4	-9	-34	0.2	16
Cc1cc(C)nc(Nc2nc3ccccc3s2)n1	2.2	3	0.7	-0.2	-1	1	-1	1.0	12
Cc1ccc(C2/C(=C(/O)c3ccccc3)C(=O)C(=O)N2CCN2CCOCC2)o1 (configuration not stated)	0.8	5	0.1	-0.1	7	7	8	1.8	29
COc1cc(-n2nnnc2SC)c(OC)cc1Cl	1.1	1	0.0	0.8	1	-1	27	-1.4	1
COc1ccc2nc(NC(=O)CSc3nc4ccccc4o3)sc2c1	0.8	-1	0.5	0.7	4	-3	11	0.5	-33
CCOC(=O)c1ccc2nc(C)c(C)nc2c1	-1.2	-2	0.9	0.8	-3	18	17	1.5	-12
CCN(CC)S(=O)(=O)c1cc(NC(=O)CN2CCN(c3ccccn3)CC2)ccc1C	-0.9	-6	0.2	-0.1	-1	-8	-28	0.3	6
Cc1nc2nc(C)c(CCC(=O)NC(C)c3ccc4c(c3)OCCO4)c(C)n2n1 (configuration not stated)	-3.0	6	0.4	-0.3	7	8	14	0.1	-19
Cc1ccc(S(=O)(=O)N(C)Cc2ccc(C(=O)N/N=C/c3ccc(OC(F)F)cc3OC(F)F)cc2)cc1	2.2	-4	1.3	-0.5	4	-10	-12	0.8	-43
CCC(c1nnnn1CCOC)N(Cc1ccc(C)cc1)Cc1cc2cc(OC)ccc2[nH]c1=O (configuration not stated)	-0.2	-5	0.1	-0.9	1	7	32	-0.8	-17
O=C(Cc1ccc(-n2c(=O)[nH]c3ccccc3c2=O)cc1)N1CCN(c2cccc(Cl)c2)CC1	0.2	1	-0.2	0.1	5	-3	-3	-0.1	-127
COc1ccc(Cn2c(=O)[nH]c3cc(C(=O)N4CCN(c5ccccn5)CC4)ccc3c2=O)cc1	-1.8	5	0.4	-0.5	9	-18	-20	-0.4	-5
Cc1ccccc1NC(=O)Cn1c(C)nc2ccc(NC(=O)C3CC3)cc2c1=O	1.8	3	0.6	-0.7	3	5	7	1.7	-27
CC(Nc1ccc(Cl)cc1)C(=O)NN (configuration not stated)	1.0	1	-0.4	0.3	0	-3	-10	0.5	-15
CCN(CC)c1ncnc2c1ncn2Cc1c(Cl)cccc1Cl	0.9	3	-0.3	-2.0	4	-8	20	-2.0	-2
O=C(CSCc1ccccc1)Nc1ccc2c(c1)C(=O)NC2=O	-1.2	2	0.0	-0.3	6	-11	-19	-0.6	21
O=C(NN1CCCCC1)c1cccc2ccccc12	0.2	-1	0.7	2.0	9	-5	7	0.2	-34
O=C(Nc1ccc2nc(-c3ccccc3)oc2c1)c1ccco1	-1.0	3	0.8	-0.7	5	-23	-39&-119	2.0	-43
COc1ccc(N(CN2C(=O)c3ccccc3C2=O)C(=O)C(C)C)cc1	-1.9	-5	0.2	-0.2	-1	-10	23	0.2	-8
Cc1ccc(S(=O)(=O)NCc2ccc(C(=O)N3CCN(c4ccccn4)CC3)cc2)cc1	1.6	2	1.5	-1.2	3	-6	-4	0.1	15
COC(=O)c1oc2ccccc2c1NC(=O)/C=C/C(=O)O	3.4	1	0.6	0.0	7	-12	15	0.3	-5
N#CC1(c2ccccc2)CCCN1C(=O)c1ccc(Br)o1 (configuration not stated)	-0.3	0	-0.2	-1.2	6	3	3	-0.8	-41
Cc1cc(C)cc(N(CC(=O)O)S(=O)(=O)c2c(C)[nH]c(=O)[nH]c2=O)c1	1.1	2	0.4	0.6	9	2	19	1.4	5
CCCCCNCc1ccc(Cl)cc1	-0.7	-1	1.0	0.2	4	3	9	-0.3	-11
COc1ccc(N2CCN(C(=O)CCNS(=O)(=O)c3ccc(Br)s3)CC2)cc1	-0.6	-1	1.2	-0.7	2	-6	0	-0.1	8
Cc1[nH]nc2c1C(=O)CC(C)(C)C2	1.7	1	0.8	0.6	1	-9	14	1.0	-10
COc1cc(C2C=C(Nc3ccccc3)C(=O)N2c2ccccc2)ccc1O (configuration not stated)	-1.3	-3	0.9	0.5	6	-4	-6	2.9	-8
O=C(NNc1ccc(Cl)cc1)C1CCC1	-1.0	-2	0.6	0.5	-1	13	-13	0.4	1
CCOc1ccc2c(c1)OC(c1ccc(OC)cc1)(C(F)(F)F)NC2=O (configuration not stated)	2.7	78*	-0.6	0.1	77*	-1	24	-0.5	6

# Screens as filed in PubChem.
